# Source: PubChem BioAssay (several laboratories)
# MsrA inhibitor: bovine MsrA inhibition | purified bovine MsrA, absorbance read-out | inhibition, % at 15.5 µM | hit rate 0.75% among 360,000; in the data active = inhibition above about 4.5%;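 note: 0% = vehicle wells with enzyme and 100% = reference inhibitor wells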
# DNMT1 inh: inhibitors of human DNMT1; P26358; DNMT1 molecular beacon, Hinp1I cleavage, fluorescence; inhibition (reported as % activation of signal), % at 10 µM; hit rate 0.83% among 360,000; AID 588458; in the data active = inhibition above about 50%
# Scp1 inh: Scp-1 (human) phosphatase inhibition. Q9GZU7. Recombinant Scp1, phosphopeptide, malachite green phosphate absorbance. inhibition, % at 20 µM. hit rate 0.88% among 340,000. AID 493091;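 active = inhibition above about 50% at 20 µM, limit read from the data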;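 note: plate controls were DMSO wells with enzyme for no effect and wells lacking enzyme for full effect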
# Target sequence (Q9GZU7 76-261 limits assumed): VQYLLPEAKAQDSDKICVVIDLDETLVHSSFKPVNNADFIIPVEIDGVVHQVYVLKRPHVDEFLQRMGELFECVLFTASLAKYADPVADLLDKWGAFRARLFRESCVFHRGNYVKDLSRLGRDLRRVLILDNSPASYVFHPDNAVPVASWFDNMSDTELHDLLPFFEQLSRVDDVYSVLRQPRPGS
#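 Test system: SCP-1 catalytic domain; Buffer or medium: Acidic Tris acetate buffer with magnesium and detergent; Also added: Phosphorylated 17-residue peptide substrate; Compound: single 20 µM dose, 1% DMSO; Schedule: enzyme reaction 45 min at room temperature, colour 5 min, stabilisation 30 min; Signal: Phosphate-binding colour reagent, absorbance read at 630 nm.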
# NadD block: inhibitors of Staphylococcus aureus NadD. purified NadD enzyme, colorimetric absorbance read-out. inhibition, % at 20 µM. hit rate 0.78% among 360,000. AID 602399; in the data active = inhibition above about 26%; note: some compounds past the cut are filed as inactive
# SUMO1-SIM PPI: alters human SUMO1 binding to SIM partners. P63165. SUMO1 binding to a labelled peptide, TR-FRET, 1 h. inhibition, % at 20 µM. hit rate 0.33% among 360,000. AID 602429; in the data active = inhibition above about 37%
# Target sequence (P63165 whole entry, looked up): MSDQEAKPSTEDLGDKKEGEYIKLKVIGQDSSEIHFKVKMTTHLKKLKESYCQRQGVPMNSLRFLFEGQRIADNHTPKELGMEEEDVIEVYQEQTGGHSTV
# CSN inh: blocks human CSN-mediated cullin deneddylation | Q92905 | Purified CSN, SCF-Nedd8-OG deneddylation, fluorescence polarization | inhibition, % at 12.5 µM | hit rate 0.38% among 360,000 | AID 651999;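 active = pattern-corrected inhibition above about 35%, with an unprinted fluorescence ratio check between 0.5 and 1.5, limit read from the data, passing the limit was not always enough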;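 note: 0% = enzyme with substrate and 100% = substrate without enzyme; some results filed as inactive read as strong as hits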
#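 Detection – fluorescence polarization · System – HEK293T-derived human Csn5 enzyme · Controls – substrate-only high control, full reaction low control · Timing – 90 min, room temperature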
# STEP block: blocks human striatal-enriched tyrosine phosphatase; recombinant STEP, OMFP fluorogenic substrate, fluorescence; inhibition, % at 20 µM; hit rate 0.25% among 360,000; AID 588621;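 active = inhibition at 20 µM, scaled per plate between control wells, above about 37%, limit read from the data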;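 note: 0% = DMSO with enzyme and substrate and 100% = substrate only without enzyme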
# Target sequence (P54829 whole entry, looked up): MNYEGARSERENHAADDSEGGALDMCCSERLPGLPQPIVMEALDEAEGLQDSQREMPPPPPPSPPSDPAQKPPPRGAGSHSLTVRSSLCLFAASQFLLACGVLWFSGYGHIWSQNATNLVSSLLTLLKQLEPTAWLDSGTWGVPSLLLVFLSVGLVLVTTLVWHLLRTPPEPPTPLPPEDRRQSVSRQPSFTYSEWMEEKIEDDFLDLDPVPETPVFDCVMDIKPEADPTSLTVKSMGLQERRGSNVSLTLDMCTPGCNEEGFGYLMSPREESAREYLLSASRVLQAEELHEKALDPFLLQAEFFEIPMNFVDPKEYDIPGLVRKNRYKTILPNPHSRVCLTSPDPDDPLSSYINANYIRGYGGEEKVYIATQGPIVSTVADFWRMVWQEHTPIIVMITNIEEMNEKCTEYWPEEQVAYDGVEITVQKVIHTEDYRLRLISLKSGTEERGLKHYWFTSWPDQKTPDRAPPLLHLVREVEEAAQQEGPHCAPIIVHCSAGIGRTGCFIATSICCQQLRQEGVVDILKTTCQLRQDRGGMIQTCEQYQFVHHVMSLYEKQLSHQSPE
#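 System: STEP phosphatase, cell-free reaction; Buffer or medium: Bis-Tris pH 6.0 buffer with DTT, detergent; Incubation: 20 min at room temperature, dark; Measured by: fluorescence, 480/540 nm.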
# Rpn11 inh: blocks the human proteasome subunit Rpn11; O00487; human 26S proteasome, Ub4-pepOG fluorescence polarization; 20S core pre-blocked with epoxomicin; calls only at 20 µM; hit rate 0.59% among 360,000; AID 588493;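 active = inhibition at 20 µM, scaled to each plate's controls, above about 33%, limit read from the data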
# Tb MetRS inh: blocks T. brucei methionyl-tRNA synthetase activity. inhibition, % at 11.9 µM. purified T. brucei MetRS, ATP depletion, Kinase-Glo luminescence. hit rate 0.4% among 360,000;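 active = inhibition above a per-plate cutoff of the control wells' mean inhibition plus 3 SD, cut at about 5.5% in these data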;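 note: 0% = DMSO wells median and 100% = median of wells with control inhibitor compound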
#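 Material: T. brucei methionyl-tRNA synthetase, purified; reagent: substrates ATP, L-methionine and bulk Escherichia coli tRNA; dosing: 11.9 µM single point; timing: 15 min plus 2 h at 25 °C; detection: luminescence of leftover ATP; evaluation: % inhibition; control set: DMSO-only wells as low control; replicates: singlicate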
# LMPTP block: blocks human LMPTP phosphatase; P24666; recombinant LMPTP-A, OMFP fluorogenic substrate, fluorescence intensity; inhibition, % at 20 µM; hit rate 0.22% among 360,000;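 active = compounds that cut the enzyme signal by at least half of the control window in the single-dose screen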;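 note: plate controls were DMSO wells with enzyme plus substrate for no effect and substrate without enzyme for full effect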
# Target sequence (P24666 whole entry, looked up): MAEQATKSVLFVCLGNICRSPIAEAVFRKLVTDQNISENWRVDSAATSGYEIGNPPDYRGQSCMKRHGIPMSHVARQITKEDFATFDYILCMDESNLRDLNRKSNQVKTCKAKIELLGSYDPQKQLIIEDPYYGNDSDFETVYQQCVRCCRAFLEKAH
#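 Assay system: LMPTP-A enzyme. Input: 0.625 nM LMPTP-A final. Probe or stimulus: 400 µM OMFP. Compound dosing: single 20 µM dose. Schedule: 50 min dark incubation at room temperature. Detection: fluorescence intensity of OMFP turnover product. Read-out: percent inhibition versus substrate-only and uninhibited controls. Benchmarks: no-enzyme low control, uninhibited high control.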
# An asterisk follows results filed as active; i = inactive; nt = not tested or not shown; + = active, no number. Compounds were not picked by outcome (roughly 3.9% active in at least one column).
SMILES,MsrA inhibitor,DNMT1 inh,Scp1 inh,NadD block,SUMO1-SIM PPI,CSN inh,STEP block,Rpn11 inh,Tb MetRS inh,LMPTP block
CCc1cccc(C)c1NC(=O)CNCc1ccccc1,1.1,1,-10,-6,-2,3,1,i,-0.3,-2.8
Cc1ccc2nc(/C(C#N)=C\c3ccc([N+](=O)[O-])o3)[nH]c2c1,0.1,2,-3,8,-34,52*,1,+,0.7,4.0
O=c1[nH]c(/C(Cl)=C/c2c(F)cccc2Cl)nc2cc(Cl)ccc12,-0.7,18,-2,-1,-1,6,-1,i,0.7,0.2
O=C(CCCc1nc2ccccc2s1)NC(c1ccccc1)c1ccccc1,-0.1,0,-8,7,-1,-2,-2,i,0.0,0.6
Clc1ccc(Oc2cccc(/C=N/n3cnnc3)c2)cc1,0.2,-1,-9,0,-3,5,1,i,0.0,-0.1
COc1ccc(CCN2CC(C(=O)NCc3c(C)n[nH]c3C)CCC2=O)cc1 (centres undefined),0.7,-1,-3,-1,1,-1,-1,i,0.5,0.2
CCc1ccccc1NC(=O)/C(=C/c1ccccc1)c1ccccc1,0.3,4,-19,-1,0,4,6,i,-0.7,3.8
CCCc1cc(=O)[nH]c(SCC(=O)c2cc(C)n(C3CC3)c2C)n1,-0.3,-4,33,4,4,2,-5,i,-0.8,-1.1
CCN(CC)CC(C)CNC(=O)CC(C(=O)N1CCc2ccccc21)n1ccnc1 (centres undefined),0.2,5,-9,0,-2,3,-1,i,-0.9,-2.6
COc1ccc(-c2[nH]ncc2CNC(C)c2ccccc2Cl)cc1F (centres undefined),-0.1,3,-9,-14,2,0,16,i,-0.8,-0.3
COc1ccc(NC(=O)CN2C(=O)NC(c3ccccc3)(c3ccccc3)C2=O)cc1,-1.1,4,-5,3,-5,6,-3,i,0.1,1.4
CC(=O)c1ccc(NC(=O)C(Cc2ccccc2)NC(=O)c2ccco2)cc1 (centres undefined),-0.2,-11,0,4,0,4,2,i,-0.3,-0.2
CCOC(=O)c1ccc2nc(Nc3nc4ccc(F)cc4s3)sc2c1,-0.8,-3,0,3,4,-1,4,i,0.5,1.9
O=C(COc1cccc2ccccc12)N/N=C/c1ccco1,0.5,1,-2,0,-17,1,1,i,-0.3,-2.3
CN(C(=O)c1cccc(C#N)c1)c1nnc(C2CCOC2)s1 (centres undefined),1.0,-1,-4,0,0,4,-3,i,0.5,-0.1
CCCn1nnc(NC(=O)c2ccccc2Br)n1,0.5,2,-8,-1,-3,-1,3,i,-0.3,-0.9
O=C(O)c1ccccc1NS(=O)(=O)c1ccccc1C(F)(F)F,0.9,1,6,-7,4,2,-5,i,-0.9,-2.2
CC(=O)c1cccc(-c2cnc3c(NC=O)cc(-c4ccc(N(C)C)cc4)cn23)c1,1.0,-18,nt,11,-25,0,2,i,0.1,3.4
Cc1ccc(-c2nc3ccc(Br)cn3c2Cc2cccc(F)c2)cc1,-0.2,9,nt,31*,2,1,-1,i,-0.1,0.8
C/C=C/c1ccc(OCC(=O)OCC)c(OC)c1,0.0,-1,0,-3,-1,-2,3,i,-0.1,-1.2

# Complete entries from above.
# `O=C(O)c1ccccc1NS(=O)(=O)c1ccccc1C(F)(F)F` is listed as MsrA inhibitor = 0.9; DNMT1 inh = 1; Scp1 inh = 6; NadD block = -7; SUMO1-SIM PPI = 4; CSN inh = 2; STEP block = -5; Rpn11 inh = i; Tb MetRS inh = -0.9; LMPTP block = -2.2
# `COc1ccc(-c2[nH]ncc2CNC(C)c2ccccc2Cl)cc1F` (centres undefined) is listed as MsrA inhibitor = -0.1; DNMT1 inh = 3; Scp1 inh = -9; NadD block = -14; SUMO1-SIM PPI = 2; CSN inh = 0; STEP block = 16; Rpn11 inh = i; Tb MetRS inh = -0.8; LMPTP block = -0.3

# (cont.)
SMILES,MsrA inhibitor,DNMT1 inh,Scp1 inh,NadD block,SUMO1-SIM PPI,CSN inh,STEP block,Rpn11 inh,Tb MetRS inh,LMPTP block
NC(=O)c1ccc[n+](CC(=O)c2ccc(NC(=O)c3ccccc3)cc2)c1,-0.8,0,-12,-5,-17,1,-2,i,0.6,2.5
CC(C)(C)C(=O)Nc1ccc2oc(-c3cc(F)c(F)cc3Cl)nc2c1,0.6,4,-15,-4,8,2,-1,i,0.1,-0.4
Cc1c(Nc2ncnc3nc[nH]c23)c(=O)n(-c2ccccc2)n1C,0.5,1,0,-6,2,-1,1,i,-0.6,-2.1
O=C(O)c1cc(NS(=O)(=O)c2cccc3nsnc23)cc(C(=O)O)c1,1.7,0,-1,-7,-19,-4,-2,i,-1.1,-1.0
COc1cc(C(C)=O)ccc1OCC(O)CN1CCN(S(=O)(=O)c2ccccc2)CC1 (centres undefined),0.1,-3,-2,1,0,-4,-2,i,-0.8,-1.1
CCOc1ccc(-c2c(C(=O)N/N=C/c3c[nH]c4ccccc34)nnn2-c2nonc2N)cc1,2.1,-11,15,23,-1,-1,-4,i,0.5,1.4
COc1ccccc1NC(=O)C(C)OC(=O)CCC1CCCCC1 (centres undefined),-0.8,3,-12,-5,0,-3,3,i,-0.5,3.8
Cc1ccc(S(=O)(=O)NCCNC(C)c2ccc(Br)cc2)cc1 (centres undefined),0.0,-2,-2,-3,2,-2,-4,i,0.1,-1.2
CN(C(=O)COC(=O)c1ccc2c(c1)NC(=O)CS2)C1CCS(=O)(=O)C1 (centres undefined),-0.3,-1,8,-5,-2,-3,3,i,-0.8,0.7
CC1CCCC(NC(=O)C2CCN(C(=O)Nc3ccccc3)CC2)C1C (centres undefined),-0.8,-2,7,-3,2,-2,2,i,-0.5,-1.0
Cc1cccc(S(=O)Cc2ccc(C(=O)N3CCOCC3)o2)c1 (centres undefined),0.0,-1,-9,0,-1,-3,0,i,-0.2,-0.2
O=C1NC[C@H](c2ccccc2)OC(=O)[C@H](Cc2ccc(F)cc2)C/C=C\C[C@@H]1CC(=O)N(CCO)Cc1ccccc1,-0.5,-1,0,-7,-3,-4,4,i,0.5,4.6
COc1ccc(-c2cc(C)no2)cc1S(=O)(=O)N1CCN(c2ccc([N+](=O)[O-])cc2)CC1,-0.6,0,22,8,-9,9,9,i,-0.3,2.8
CC1=C(C(=O)N2CCOCC2)CC(CC(=O)NCc2ccco2)C(=O)N1CCC1=CCCCC1 (centres undefined),-0.4,0,nt,3,3,3,-2,i,-1.0,-1.3
C/C(=N\NC(=O)c1ccc2c(c1)OCO2)c1ccc(C(=O)O)s1,1.4,0,-6,-2,-2,-5,0,i,0.6,-0.7
CCN1CCCC(CO)(Cc2ccccc2)C1 (centres undefined),-1.2,2,-4,0,-1,2,2,i,1.1,-0.6
O=C(CCCCC(=O)NN=Cc1ccc2c(c1)CCC2)NN=Cc1ccc2c(c1)CCC2,-0.3,21,nt,2,2,1,-1,i,-0.1,-1.3
O=C(Nc1ccccc1C(=O)N1CCCCCC1)c1ccc(F)cc1,0.3,2,-2,-1,4,0,1,i,0.0,-2.1
COc1ccc(/C(N)=N/OC(=O)c2cccs2)cc1,-0.5,1,-11,-3,2,0,0,i,-0.6,0.0
O=C1Nc2ccccc2/C1=N/c1sc2c(c1C(=O)NCCc1ccccc1)CCCC2,1.1,-4,5,-4,-15,0,4,i,-1.4,0.6
CC(C#N)OC(=O)c1cccnc1SCC(=O)Nc1ccc2c(c1)OCO2 (centres undefined),1.4,4,44,1,-4,0,3,i,-0.2,0.1
CCOc1ccc(Nc2nc(Cc3nnc(SCC(N)=O)o3)cs2)cc1,-0.9,-12,0,1,15,3,4,i,0.0,-0.5
CCc1nc2c(OCc3cc(Cl)cc(Cl)c3)cccn2c1N(C)C(=O)c1ccc(OC)cc1,-1.4,-4,nt,16,1,-1,5,i,0.3,12
COc1cccc(-c2cc(NC(C)=O)c3ncc(-c4ccc(OC)c(OC)c4)n3c2)c1,2.0,-16,nt,1,-4,8,-3,i,0.9,2.9
COc1cc(/C=C2\SC(N3CCc4ccccc4C3)=NC2=O)cc(OC)c1OC,1.3,0,-10,5,0,3,2,i,-0.4,2.3
O=C(NCc1ccc(F)cc1)C(=O)NCC1CCCN1S(=O)(=O)c1ccccc1 (centres undefined),-0.5,-8,2,-5,-1,2,-1,i,-0.7,0.5
COc1ccc(C(=O)COC(=O)CCn2nnc(-c3cccs3)n2)cc1,-0.5,1,-5,-2,4,-2,1,i,-1.6,-0.8
Cc1cc(C(=O)Nc2ccccn2)no1,0.5,1,2,-3,1,-4,-3,i,-1.0,-0.7
CC1CCN(C(=S)c2ccc(N(C)C)cc2)CC1,0.1,15,10,5,2,-1,5,i,-1.1,-0.3
CCn1ncc(C2=NOC(C(=O)N3CCN(c4ccccc4)CC3)C2)c1C (centres undefined),nt,-1,-3,0,-4,-3,-1,i,-0.4,-1.3
COc1ccccc1C1/C(=C(/O)c2ccc(Cl)cc2)C(=O)C(=O)N1CCN1CCOCC1 (centres undefined),-0.1,-4,-9,12,-5,1,-5,i,-1.6,-0.6
Fc1nc(F)c(F)c(NCCCNc2c(F)c(F)nc(F)c2F)c1F,0.1,0,-8,-3,-1,-8,-1,i,-0.2,0.2
O=c1[nH]c(C2CCN(S(=O)(=O)c3ccc4c(c3)OCCO4)CC2)nc2c1nnn2Cc1c(F)cccc1Cl,0.5,-6,-9,33*,7,2,-2,i,-0.1,6.9
CCOC(=O)C1CCCN(CCC(=O)Nc2cc(OC)ccc2OC)C1 (centres undefined),-0.6,-1,-3,0,3,-1,-5,i,-0.1,-1.4
O=C(Nc1cc2c3c(c1)CC(=O)N3CCC2)c1cccc(F)c1,-0.4,-6,1,5,-2,2,-1,i,0.0,0.0
O=C(CSc1nnc(-c2ccncc2)n1Cc1ccccc1)Nc1nccs1,-0.2,4,-5,8,0,10,0,i,-0.6,-2.7
CCCCN(C)CCNC(=O)C1CCCN(S(=O)(=O)c2cccc3nsnc23)C1 (centres undefined),0.1,2,-2,-4,-33,-2,1,i,-0.3,0.9
CCOc1cc(C2NN=C(c3ccccc3)S2)ccc1OCc1ccc(F)cc1 (centres undefined),-1.5,14,-15,-3,3,3,5,i,0.1,-0.6
COc1ccc(N(CC(=O)NCc2ccccc2OC)S(=O)(=O)c2ccccc2[N+](=O)[O-])c(OC)c1,1.5,-3,-11,-8,-6,-5,1,i,-1.0,-0.5
